Bioassay records from PubChem.
MCL1-BIM inh: MCL1-BIM-BH3 interaction inhibition (human) | Q07820 | GST-MCL1 / FITC-Bim-BH3 fluorescence polarization | inhibition, % at 10.9 µM | actives 0.68% (n = 320,000) | AID 2057;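 active = inhibition above the mean inhibition of all tested compounds plus 3 SD, set per campaign, cut at about 40% in these data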;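 note: 0% = DMSO wells and 100% = unlabeled Bim-BH3 peptide control; higher means more loss of mP so more displacement of Bim peptide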
Target sequence (Q07820 whole entry, looked up): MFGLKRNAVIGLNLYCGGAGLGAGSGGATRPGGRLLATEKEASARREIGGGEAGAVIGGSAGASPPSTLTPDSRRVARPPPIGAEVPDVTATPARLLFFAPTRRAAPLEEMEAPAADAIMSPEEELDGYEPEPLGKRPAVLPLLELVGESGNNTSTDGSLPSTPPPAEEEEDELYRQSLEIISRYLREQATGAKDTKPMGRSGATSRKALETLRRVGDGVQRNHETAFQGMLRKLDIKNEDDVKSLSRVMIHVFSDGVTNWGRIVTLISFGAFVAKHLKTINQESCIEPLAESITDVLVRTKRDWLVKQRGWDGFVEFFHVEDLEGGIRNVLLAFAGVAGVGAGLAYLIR
MEX-5 binding: C. elegans MEX-5 TCR-2 RNA binding activity; activity score (negative = inhibition of binding), % at 10 µM; MEX-5/FITC-TCR2 RNA binding, fluorescence polarization; active compounds read low; actives 0.38% (n = 300,000); Q9XUB2;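 active = inhibition past about -25% in most replicates, and total fluorescence under double the plate's negative control median, limit read from the data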;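 note: 0% = DMSO and -100% = 5 µM competing unlabeled TCR2 RNA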
GSTO1 inh: blocks human GSTO1 in RBBP9 counter-screen | recombinant GSTO1, activity-based probe fluorescence polarization | inhibition, % at 5.96 µM | P78417 | actives 1.1% (n = 300,000);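 active = inhibition above the campaign mean inhibition plus 3 SD, cut at about 35% in these data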;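 note: 0% = GSTO1-1 with DMSO and 100% = wells lacking GSTO1-1 enzyme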
Target sequence (P78417 whole entry, looked up): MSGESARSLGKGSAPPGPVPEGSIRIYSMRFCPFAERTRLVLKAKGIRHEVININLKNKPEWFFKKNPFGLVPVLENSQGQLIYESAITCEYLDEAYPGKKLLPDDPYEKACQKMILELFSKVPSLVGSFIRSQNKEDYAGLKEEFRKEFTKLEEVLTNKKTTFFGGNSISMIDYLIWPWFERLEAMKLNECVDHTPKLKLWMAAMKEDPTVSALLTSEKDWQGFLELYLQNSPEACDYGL
PME-1 primary: blocks human protein phosphatase methylesterase 1; inhibition, % at 5.9 µM; actives 0.53% (n = 320,000); AID 2130; recombinant PME-1, FP-Rh probe fluorescence polarization;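 active = inhibition above the campaign mean of all compounds plus 3 SD, cut at about 26% in these data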;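 note: competitive labeling of PME-1 active site by serine hydrolase directed probe; 0% = PME-1 with DMSO and 100% = wells lacking PME-1 enzyme; inhibitors block probe labeling so polarization falls and inhibition rises; many of its hits are not listed in these tables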
GLD-1 TGE inh: GLD-1-TGE RNA interaction inhibition (C. elegans). Q17339. purified GLD-1 + fluorescein TGE RNA, fluorescence polarization. inhibition, % at 5.96 µM. actives 0.44% (n = 320,000). AID 2280;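 active = percent inhibition above a per-plate cutoff, the plate mean of test compounds plus 3 SD, cut at about 30% in these data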;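 note: 0% = DMSO wells with GLD-1 and probe and 100% = wells lacking GLD-1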
BCLXL inh: inhibitors of human Bcl-xL. AID 2129. GST-Bcl-xL / FITC-Bim BH3 peptide fluorescence polarization. actives 0.7% (n = 320,000). Q07817. inhibition, % at 10.9 µM;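 active = inhibition above the mean of all tested compounds plus 3 SD, cutoff set per campaign, cut at about 30% in these data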;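 note: 0% = DMSO wells and 100% = unlabeled Bim-BH3 peptide competitor; inhibitors lower millipolarization by displacing the labeled peptide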
Target sequence (Q07817 whole entry, looked up): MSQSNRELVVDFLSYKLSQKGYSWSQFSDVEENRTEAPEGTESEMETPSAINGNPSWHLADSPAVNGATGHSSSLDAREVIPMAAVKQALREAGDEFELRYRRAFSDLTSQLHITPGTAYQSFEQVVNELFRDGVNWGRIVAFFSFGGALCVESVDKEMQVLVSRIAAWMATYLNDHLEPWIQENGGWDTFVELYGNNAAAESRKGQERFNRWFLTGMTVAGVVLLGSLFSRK
PAD4 inh: PAD4 (human) enzyme inhibition; Q9UM07; recombinant PAD4, RCA probe fluorescence polarization; inhibition, % at 6.36 µM; actives 0.41% (n = 330,000); AID 485272;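 active = percent inhibition above a cutoff equal to the mean of all tested compounds plus 3 SD, cut at about 15% in these data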;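 note: 0% = PAD4 with RCA probe and DMSO and 100% = probe without PAD4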
TPT1 inhibitor: C. albicans TPT1 enzyme inhibition; recombinant caTPT1, FP RNA substrate dephosphorylation; actives 0.81% (n = 300,000); inhibition, % at 5 µM;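 active = inhibition above the mean of all tested compounds plus 3 SD, set per screening campaign, cut at about 24% in these data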;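 note: plate controls were DMSO alone for no effect and ferristatin control at 100 nM for full effect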
Fam108B inh: Fam108B inhibition, counter-screen for RBBP9 inhibitors; actives 0.33% (n = 300,000); recombinant Fam108B, FP-Rh probe fluorescence polarization; inhibition, % at 9.51 µM; AID 1947;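 active = inhibition above the screen mean inhibition plus 3 SD, computed separately per campaign, cut at about 18% in these data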;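 note: inhibitors lower polarization as less probe binds the enzyme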
* marks the source's active call; other numbers are inactive results. An excerpt (hit frequency here may not be typical).

`COC(=O)CCCC(=O)NC1CCCc2c1cnn2-c1ccc(F)cc1F` (configuration not stated) gave MCL1-BIM inh -9, MEX-5 binding -0.3, GSTO1 inh 1, PME-1 primary -1, GLD-1 TGE inh -2, BCLXL inh -3, PAD4 inh -5, TPT1 inhibitor 1 and Fam108B inh -4.
For CCNc1nc(N2CCCC2)nc(N2CCCC2)n1 the results were MCL1-BIM inh 5, MEX-5 binding 1.8, GSTO1 inh -3, PME-1 primary -3, GLD-1 TGE inh -5, BCLXL inh -2, PAD4 inh -3, TPT1 inhibitor -1 and Fam108B inh 0.
For O=C1CC2(CCN(C(=O)c3ccc(Br)cc3)CC2)Oc2ccccc21 the results were MCL1-BIM inh -3, MEX-5 binding 1.3, GSTO1 inh 4, PME-1 primary -3, GLD-1 TGE inh -3, BCLXL inh 2, PAD4 inh -3, TPT1 inhibitor -2 and Fam108B inh -2.
Screening Cc1cc(C(=O)CSc2nc3ccccc3c(=O)[nH]2)c(C)n1CC1CCCO1 (configuration not stated) returned MCL1-BIM inh 4, MEX-5 binding 2.8, GSTO1 inh 3, PME-1 primary 5, GLD-1 TGE inh 4, BCLXL inh 4, PAD4 inh 2, TPT1 inhibitor 2 and Fam108B inh -2.
For CC(NC(=O)Cc1ccccc1)C1COc2ccccc2O1 (configuration not stated) the results were MCL1-BIM inh 4, MEX-5 binding 2.4, GSTO1 inh 3, PME-1 primary 1, GLD-1 TGE inh -2, BCLXL inh 3, PAD4 inh 3, TPT1 inhibitor 0 and Fam108B inh 125*.
Screening OC1CCN(Cc2cn(Cc3ccccc3)nc2-c2cc3ccccc3o2)CC1 returned MCL1-BIM inh 4, MEX-5 binding -3.0, GSTO1 inh 1, PME-1 primary 3, GLD-1 TGE inh 1, BCLXL inh 3, PAD4 inh 4, TPT1 inhibitor -3 and Fam108B inh 4.
`Cc1cc(SCC(=O)NCCC2=CCCCC2)nc2ccccc12` gave MCL1-BIM inh -5, MEX-5 binding 0.7, GSTO1 inh -1, PME-1 primary 3, GLD-1 TGE inh 12, BCLXL inh 9, PAD4 inh -4, TPT1 inhibitor -2 and Fam108B inh 0.
`S=c1nc[nH]c2c1[nH]c1ccc(Cl)cc12` gave MCL1-BIM inh -7, MEX-5 binding -0.2, GSTO1 inh 5, PME-1 primary -15, GLD-1 TGE inh 4, BCLXL inh -8, PAD4 inh 0, TPT1 inhibitor -1 and Fam108B inh 4.
CCCCCC1CC(=O)C=C(C)C1C(=O)OC (configuration not stated) was read as MCL1-BIM inh 2, MEX-5 binding 0.5, GSTO1 inh 1, PME-1 primary 4, GLD-1 TGE inh 2, BCLXL inh 1, PAD4 inh 4, TPT1 inhibitor -1 and Fam108B inh 2.
For CCOC(=O)C1CCCN(C(=O)c2ccc(C(=O)c3ccccc3)cc2)C1 (configuration not stated) the results were MCL1-BIM inh 4, PME-1 primary -4, GLD-1 TGE inh 7, BCLXL inh 1 and PAD4 inh 1.
COc1ccc(CC(=O)NCc2n[nH]c(=S)n2-c2ccc(F)cc2)cc1 was read as MCL1-BIM inh -13, MEX-5 binding 0.8, GSTO1 inh 7, PME-1 primary 0, GLD-1 TGE inh -1, BCLXL inh -5, PAD4 inh -7, TPT1 inhibitor 1 and Fam108B inh -4.
For CCOC(=O)c1ccccc1NC(=O)CSc1ccccc1 the results were MCL1-BIM inh 7, MEX-5 binding 0.6, GSTO1 inh 5, PME-1 primary -8, GLD-1 TGE inh -4, BCLXL inh 3, PAD4 inh -1, TPT1 inhibitor -1 and Fam108B inh 3.
Screening O=C(c1cc(-c2ccc(O)cc2)on1)N1CCc2ccccc2C1 returned MCL1-BIM inh -2, MEX-5 binding -0.1, GSTO1 inh 2, PME-1 primary -11, GLD-1 TGE inh -4, BCLXL inh 2, PAD4 inh 2, TPT1 inhibitor 1 and Fam108B inh 0.
`CCC(C(=O)Nc1c(C)cc(C)cc1C)N1CCCCCC1` (configuration not stated) gave MCL1-BIM inh 5, MEX-5 binding 1.0, GSTO1 inh 5, PME-1 primary -1, GLD-1 TGE inh 7, BCLXL inh 1, PAD4 inh -7, TPT1 inhibitor -1 and Fam108B inh -2.
O=C(N/N=C/c1cccs1)c1cnccn1 was read as MCL1-BIM inh 0, MEX-5 binding -1.1, GSTO1 inh 9, PME-1 primary -2, GLD-1 TGE inh 5, BCLXL inh 0, PAD4 inh -3, TPT1 inhibitor -5 and Fam108B inh -2.
For O=C(NCCCN1CCOCC1)C(c1ccccc1)c1ccccc1 the results were MCL1-BIM inh -3, MEX-5 binding -2.1, GSTO1 inh -3, PME-1 primary 0, GLD-1 TGE inh -3, BCLXL inh 0, PAD4 inh -3, TPT1 inhibitor 1 and Fam108B inh -6.
For CC(C)(CSc1nncn1N)NS(=O)(=O)c1ccc(Cl)cc1 the results were MCL1-BIM inh 2, MEX-5 binding -0.6, GSTO1 inh 1, PME-1 primary 0, GLD-1 TGE inh 1, BCLXL inh -2, PAD4 inh -2, TPT1 inhibitor -1 and Fam108B inh -6.
`COc1cc2c(cc1OC)[C@H](C)N(C(=O)NCc1ccccc1)CC2` gave MCL1-BIM inh 2, MEX-5 binding 0.1, GSTO1 inh 0, PME-1 primary 3, GLD-1 TGE inh 2, BCLXL inh 5, PAD4 inh 2, TPT1 inhibitor -4 and Fam108B inh 1.
O=C(NCc1ccc2c(c1)OCO2)c1ccc(CS(=O)(=O)c2cccc(C(F)(F)F)c2)o1 was read as MCL1-BIM inh 4, MEX-5 binding 0.4, GSTO1 inh 1, PME-1 primary 1, GLD-1 TGE inh 0, BCLXL inh 8, PAD4 inh -4, TPT1 inhibitor -1 and Fam108B inh 4.
Screening CC(C)[C@H](NC(=O)N1CC(=O)Nc2ccccc21)C(=O)N1CCC(C(=O)O)CC1 returned MCL1-BIM inh 6, MEX-5 binding 0.8, GSTO1 inh -10, PME-1 primary -1, GLD-1 TGE inh 4, BCLXL inh -1, PAD4 inh -5, TPT1 inhibitor -3 and Fam108B inh 3.
Cc1nnc(SCC(=O)NCc2cccs2)n1-c1ccccc1 was read as MCL1-BIM inh 1, MEX-5 binding 1.1, GSTO1 inh 0, PME-1 primary 5, GLD-1 TGE inh -1, BCLXL inh -3, PAD4 inh 0, TPT1 inhibitor -2 and Fam108B inh -2.
S=c1[nH]nc(C2CC2)n1Cc1ccco1 was read as MCL1-BIM inh -5, MEX-5 binding 0.8, GSTO1 inh 2, PME-1 primary 2, GLD-1 TGE inh 5, BCLXL inh -1, PAD4 inh -1, TPT1 inhibitor -3 and Fam108B inh 4.
S=C(Nc1ccccc1)N1CCn2c(nc3ccccc32)C1 was read as MCL1-BIM inh 4, MEX-5 binding 3.1, GSTO1 inh 1, PME-1 primary 5, GLD-1 TGE inh 3, BCLXL inh 6, PAD4 inh -3, TPT1 inhibitor -4 and Fam108B inh 3.
CC1c2ccsc2CCN1S(=O)(=O)c1ccccc1 (configuration not stated) was read as MCL1-BIM inh -3, MEX-5 binding -2.3, GSTO1 inh 8, PME-1 primary 6, GLD-1 TGE inh 2, BCLXL inh 0, PAD4 inh 0, TPT1 inhibitor 2 and Fam108B inh -3.
Screening Cc1cc(O)c2c(C)c(CC(=O)N3CCN(C(=O)C4COc5ccccc5O4)CC3)c(=O)oc2c1 (configuration not stated) returned MCL1-BIM inh 8, MEX-5 binding -0.1, GSTO1 inh 2, PME-1 primary -6, GLD-1 TGE inh -2, BCLXL inh 10, PAD4 inh 0, TPT1 inhibitor 3 and Fam108B inh 4.
For CCNC(=S)NNC(=O)CSc1nc2ccccc2[nH]1 the results were MCL1-BIM inh -5, MEX-5 binding -3.1, GSTO1 inh -2, PME-1 primary -6, GLD-1 TGE inh 2, BCLXL inh -9, PAD4 inh -2, TPT1 inhibitor -2 and Fam108B inh -4.
`CCc1ccc(NC(=O)c2cc(Br)ccc2Br)cc1` gave MCL1-BIM inh 0, MEX-5 binding -1.4, GSTO1 inh -15, PME-1 primary -1, GLD-1 TGE inh 10, BCLXL inh 4, PAD4 inh 2, TPT1 inhibitor -2 and Fam108B inh -3.
CCCC1(CCC)C(=O)NC(=NCCc2ccc(OC)c(OC)c2)NC1=O was read as MCL1-BIM inh 1, MEX-5 binding -1.0, GSTO1 inh -2, PME-1 primary 6, GLD-1 TGE inh 5, BCLXL inh 1, PAD4 inh -4, TPT1 inhibitor 0 and Fam108B inh -1.
`Cc1ccc(S(=O)(=O)c2nc(-c3ccc(F)cc3)oc2SCC(=O)NCC2CCCO2)cc1` (configuration not stated) gave MCL1-BIM inh 0, MEX-5 binding -0.3, GSTO1 inh 2, PME-1 primary -1, GLD-1 TGE inh -1, BCLXL inh -6, PAD4 inh -3, TPT1 inhibitor 2 and Fam108B inh 2.
O=c1cc(-c2ccccc2)nc(SCCOc2ccccc2Cl)[nH]1 was read as MCL1-BIM inh 5, MEX-5 binding -0.3, GSTO1 inh -5, PME-1 primary 2, GLD-1 TGE inh 8, BCLXL inh 12, PAD4 inh -2, TPT1 inhibitor -4 and Fam108B inh -21.
`O=C1CSC(=Nc2ccccc2[N+](=O)[O-])N1` gave MCL1-BIM inh 8, MEX-5 binding -0.8, GSTO1 inh 5, PME-1 primary -2, GLD-1 TGE inh 3, BCLXL inh 7, PAD4 inh -3, TPT1 inhibitor 0 and Fam108B inh 2.
`CC(=O)c1nn(-c2ccc(Cl)cc2)c(=O)[nH]c1=O` gave MCL1-BIM inh 4, MEX-5 binding 0.7, GSTO1 inh 5, PME-1 primary -5, GLD-1 TGE inh -4, BCLXL inh 4, PAD4 inh 1, TPT1 inhibitor -2 and Fam108B inh -4.
Screening CC1(C)NC(=O)N(CCCOc2ccc(Br)cc2Cl)C1=O returned MCL1-BIM inh -5, MEX-5 binding -2.7, GSTO1 inh -2, PME-1 primary -5, GLD-1 TGE inh -6, BCLXL inh 3, PAD4 inh -1, TPT1 inhibitor -4 and Fam108B inh 2.
O=C(NCCc1csc(-c2cccnc2)n1)c1ccccc1 was read as MCL1-BIM inh 1, MEX-5 binding -1.1, GSTO1 inh -1, PME-1 primary -2, GLD-1 TGE inh 0, BCLXL inh 6, PAD4 inh 1, TPT1 inhibitor -1 and Fam108B inh -4.
For Cc1ccc(NC(=O)c2cccc(C(F)(F)F)c2)cc1NC(=O)c1[nH]cnc1C(N)=O the results were MCL1-BIM inh 2, PME-1 primary -33, GLD-1 TGE inh -3, BCLXL inh 3 and PAD4 inh 1.
CCCN(CC(=O)Nc1cc(Cl)cc(Cl)c1)CC(=O)Nc1ccc(F)c(F)c1F was read as MCL1-BIM inh -4, MEX-5 binding 0.7, GSTO1 inh -6, PME-1 primary -30, GLD-1 TGE inh 3, BCLXL inh 3, PAD4 inh 4, TPT1 inhibitor 5 and Fam108B inh -25.
Cc1nc2nc(C)c(CCC(=O)N3CCOCC3)c(C)n2n1 was read as MCL1-BIM inh 4, MEX-5 binding -1.0, GSTO1 inh 3, PME-1 primary -5, GLD-1 TGE inh 4, BCLXL inh 3, PAD4 inh -6, TPT1 inhibitor -1 and Fam108B inh -6.
COc1ccc(/C=C/c2nnc(NC(=O)CC(C)C)s2)cc1 was read as MCL1-BIM inh 1, MEX-5 binding -2.1, GSTO1 inh 4, PME-1 primary 0, GLD-1 TGE inh 3, BCLXL inh 1, PAD4 inh 3, TPT1 inhibitor 5 and Fam108B inh -2.
